Screens as filed in PubChem.
SUMO Mot1 rescue: yeast Mot1-301 growth rescue at high temperature, primary screen, SUMOylation pathway inhibitor project, S. cerevisiae, ATP luminescence, 38.5C. growth rescue, % at 18.8 µM. AID 2716, 2010. 320,000 tested, 1% active. S. cerevisiae Mot1-301 growth rescue; percent above DMSO median, 100 means doubled;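 active means every valid replicate shows activation above 250% relative to neutral control wells; inactive means the rest, any valid replicate at or below 250%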;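 further: OY570 slx delta 5 strain wells were the positive control but not used for scaling; some compounds called inactive have numbers as strong as hits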
MOR-DOR ag: agonists of OPRM1-OPRD1 heterodimerization, primary screen, cell-based, luminescence; Mu-type opioid receptor (Homo sapiens) + Delta-type opioid receptor (Homo sapiens), …; cells; activation, % at 9.3 µM; 340,000 tested, 0.3% active; AID 504326, 2011; in the data active means activation above about 18%;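 further: 0% = vehicle-treated cells and 100% = reference agonist; values of inactives mirror those of a sister screen read the other way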
PKA-R2B activ: activators of PKA-R2B holoenzyme, primary screen, biochemical, fluorescence polarization, Cy5-IP20, human; cAMP-dependent protein kinase catalytic subunit beta (Homo sapiens) + cAMP-dependent …; AID 504700, 2011; activation, % at 11.4 µM; 340,000 tested, 0.079% active; PKA-R2B holoenzyme dissociation; R2B truncated from residue 108, S112A mutant; 0% DMSO only, 100% 113 µM cGMP;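 active means activation above a cutoff set at the mean over all compounds plus 3 SD, cut at about 18% in these data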;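 further: higher means more holoenzyme dissociation and a rise in polarization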
Target sequence (P31323 whole entry, looked up, other chains not shown, the tested form may be a part): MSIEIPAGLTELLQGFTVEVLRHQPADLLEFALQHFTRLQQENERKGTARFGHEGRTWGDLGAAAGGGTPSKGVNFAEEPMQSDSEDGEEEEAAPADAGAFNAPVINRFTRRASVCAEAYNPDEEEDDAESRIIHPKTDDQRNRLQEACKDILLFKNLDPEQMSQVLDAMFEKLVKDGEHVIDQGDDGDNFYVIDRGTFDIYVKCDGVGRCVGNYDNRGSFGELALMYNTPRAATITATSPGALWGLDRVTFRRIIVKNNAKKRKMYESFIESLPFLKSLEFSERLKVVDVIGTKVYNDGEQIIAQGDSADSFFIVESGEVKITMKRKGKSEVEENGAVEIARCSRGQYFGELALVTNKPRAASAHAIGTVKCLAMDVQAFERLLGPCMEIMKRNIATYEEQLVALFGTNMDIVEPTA
Tat transport: E. coli Tat export inhibitors, primary screen, MC4100, TorA-mCherry reporter, fluorescence, single point | inhibition, % at 10 µM | AID 488895, 2010 | 340,000 tested, 0.036% active;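 active means mean replicate inhibition at least 50% and at least half of replicates individually reaching 50%; inconclusive means only one of the two criteria met; inactive means neither criterion met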;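 further: exported cargo escapes ClpAP degradation while cytoplasmic cargo is degraded and loses fluorescence; 0% = median of neutral control wells and 100% = median of NaSCN control wells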
PfHsp90 set2: growth inhibition of PfHsp90-expressing yeast, primary screen, antimalarial PfHsp90 inhibitor project, S. cerevisiae, BacTiter-Glo luminescence, single point, set 2. AID 504621, 2011. 310,000 tested, 0.32% active. inhibition, % at 9.4 µM. BacTiter-Glo ATP, 48 h; yeast lacking PDR1 and PDR3 efflux regulators;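 active means every replicate shows inhibition above about 80%, whatever the replicate mean, limit read from the data; inconclusive means mean inhibition reaches the set limit but some replicate falls short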;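 further: 0% = DMSO neutral controls and 100% = 20 µM radicicol positive controls; yeast relying on Plasmodium falciparum Hsp90 in place of its own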
phage Ecoli inh: growth loss of phage-infected E. coli, primary screen, RecBCD inhibitor project, absorbance, with phage, HTS; inhibition, % at 11.9 µM; AID 651602, 2012; 360,000 tested, 0.26% active; in the data active means inhibition above about 11%
AddAB inh: growth inhibition of E. coli expressing H. pylori AddAB, primary screen, AddAB inhibitor project, absorbance; inhibition, % at 11.9 µM; 330,000 tested, 0.29% active; AID 435030, 2010; in the data active means inhibition above about 12%;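 further: 0% = vehicle wells of infected cells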
Ecoli viability: E. coli V3065 growth inhibition, primary screen, counter-screen for AddAB inhibitor project, absorbance, OD600 | 330,000 tested, 0.27% active | 18 h | inhibition, % at 11.9 µM;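 active means inhibition above the campaign's mean inhibition across all tested compounds plus 3 SD, cut at about 9.9% in these data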;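 further: uninfected addAB+ strain grown without phage in ampicillin broth; 0% = DMSO wells and 100% = ciprofloxacin 0.95 µg/ml wells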
HTR5A inv ag: HTR5A inverse agonists in luminescence cell assay, primary screen, counter-screen for OPRM1-OPRD1 heterodimer inverse agonist project, full-deck HTS | 5-hydroxytryptamine receptor 5A (Homo sapiens), P47898 | HTR5A cell line, inverse agonism | inhibition, % at 9.3 µM | 340,000 tested, 0.083% active | AID 504634, 2011; in the data active means inhibition mostly above about 23%, no sharp cut-off; inactive means mostly below about 18%;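 further: 0% = cells with DMSO and 100% = no-cell wells with DMSO; some compounds called inactive have numbers as strong as hits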
Target sequence (P47898 whole entry, looked up): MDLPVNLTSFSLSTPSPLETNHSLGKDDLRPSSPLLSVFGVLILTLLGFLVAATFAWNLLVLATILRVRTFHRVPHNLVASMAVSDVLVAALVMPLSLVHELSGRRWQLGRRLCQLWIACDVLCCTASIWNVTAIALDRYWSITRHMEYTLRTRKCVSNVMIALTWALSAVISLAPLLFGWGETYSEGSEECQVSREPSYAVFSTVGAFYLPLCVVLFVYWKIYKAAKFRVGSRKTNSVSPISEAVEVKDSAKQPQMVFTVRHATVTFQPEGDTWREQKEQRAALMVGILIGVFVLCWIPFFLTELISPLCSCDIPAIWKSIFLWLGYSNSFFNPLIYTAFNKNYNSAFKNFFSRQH
MOR-DOR inv ag: inverse agonists of MOR-DOR heterodimerization, primary screen, cell-based, luminescence; cell-based MOR-DOR heterodimer luminescence, inverse agonism; inhibition, % at 9.3 µM; 340,000 tested, 0.21% active; in the data active means inhibition above about 22%, passing the limit was not always enough;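 further: 0% = cells with DMSO and 100% = wells without cells with DMSO; values of inactives mirror those of a sister screen read the other way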
PKA-R1A act: activators of PKA-R1A holoenzyme, primary screen, biochemical, fluorescence polarization, Cy5-IP20, bovine R1A, mouse PKAc; PKA-R1A dissociation; scaled: DMSO 0%, 113 µM cGMP 100%; activation, % at 11.4 µM; 340,000 tested, 0.083% active; AID 504707, 2011;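 active means percent activation above the mean of all tested compounds plus 3 SD, cut at about 19% in these data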;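 further: higher means more PKAc released from R1A so a rise in polarization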
Active calls of the source: *; ? = inconclusive; . = not tested or not shown.

SMILES	SUMO Mot1 rescue	MOR-DOR ag	PKA-R2B activ	Tat transport	PfHsp90 set2	phage Ecoli inh	AddAB inh	Ecoli viability	HTR5A inv ag	MOR-DOR inv ag	PKA-R1A act
CCc1ccc2nc(SCC(=O)N3CCCCC3)c(C#N)cc2c1	3.3	-2.4	-5.8	2.7	-0.3	0.8	-1.5	-1.1	4.3	14.1	-7.7
COCCNC(=O)c1noc2c1CCc1cc(OC)ccc1-2	-14.4	-3.1	2.3	-5.9	-5.7	1.6	-1.7	-2.1	4.6	16.2	-2.3
COc1ccccc1CNC(=O)c1ccc2c(c1)OCO2	-5.7	1.0	-3.6	-1.4	10.1	0.3	0.9	1.4	0.8	-8.6	-13.5
CN(C)CCC(C(=O)c1ccccc1)c1cccnc1 (stereo not given)	.	-0.9	-2.2	-4.7	-0.3	3.0	.	.	-7.8	4.3	-3.2
COc1ccc(C(=O)Nc2cccc(NC(=O)c3cccs3)c2)cc1OC	3.6	-1.1	2.2	-0.5	9.3	-0.1	4.5	-2.2	5.4	5.5	-2.0
COc1ccccc1C(=O)Nc1ccccc1N1CCCCC1	-17.7	5.0	10.0	1.7	-62.8	3.4	-1.4	-1.4	7.7	-22.7	8.3
CC1CC(C)CN(S(=O)(=O)c2ccccc2[N+](=O)[O-])C1 (stereo not given)	-8.9	1.1	-5.4	-0.1	42.4	3.1	0.5	-0.4	4.7	-5.7	-10.2
COc1cc(-c2nc(-c3ccccc3)c(-c3cccs3)[nH]2)cc(OC)c1OC	9.9	3.1	-15.9	-4.8	5.6	5.0	0.3	0.2	-7.6	-16.4	-4.7
CNC(=O)C1=C(C)NC(=S)NC1c1cc2c(cc1OC)CCCC2 (stereo not given)	12.4	-2.0	-0.8	0.5	0.7	2.9	3.2	0.0	-7.6	10.6	-3.9
CC(=O)c1ccc(NS(=O)(=O)c2ccc(-c3cnc(C4CC4)o3)cc2)cc1	.	-1.2	-11.4	-3.1	-17.6	.	3.2	-2.7	-10.2	6.3	-10.1
COc1cc2[nH]c(C(=O)N3CCC(Cc4ccccc4)CC3)cc2c(OC)c1OC	15.7	-3.0	-23.0	15.2	-37.6	2.5	1.4	0.9	11.0	13.2	-5.0
CC1CC(=O)N(CC(=O)Nc2cccc(Cl)c2)c2ccccc2S1(=O)=O (stereo not given)	10.1	0.5	4.5	-1.0	-10.2	0.2	3.6	-2.6	20.7	-2.7	-2.3
O=C(c1ccc(Cl)c(S(=O)(=O)N2CCCC2)c1)N1CCN(c2ccccn2)CC1	-21.9	2.7	-9.7	3.8	.	2.4	2.0	1.3	-66.2	-13.9	-5.1
O=C(Nc1cccc(-c2nnc(-c3ccco3)o2)c1)c1ccccc1	-4.9	.	.	-0.7	-19.1	3.5	0.6	-1.2	.	.	.
COc1ccc(NC(=O)CCCCCN2C(=O)CCC2=O)cc1Cl	-23.6	0.9	8.8	2.5	.	4.2	0.5	1.0	3.3	-5.0	-0.4
CC(=O)c1cccc(NC(=S)NC(=O)c2ccc(C)cc2Cl)c1	24.3	0.9	-0.8	8.2	.	3.7	3.7	-2.2	5.2	-6.4	1.1
CCCCOC(=O)c1ccc(NC(=O)CSc2nnnn2C)cc1	3.8	0.6	-6.0	-1.0	12.3	4.0	4.1	0.4	-2.4	-2.9	-2.8
COc1ccc(NC(=O)c2ccc(OC(=S)N(C)c3ccc(OC)cc3)cc2)cc1	-5.7	6.1	-5.5	-6.1	-5.2	1.7	3.0	0.9	2.9	-38.1	2.9
Cc1cc(=O)oc2cc(O)cc(O)c12	.	-1.8	0.7	?	13.7	2.7	.	.	-3.4	9.8	1.4
C/C=C/c1ccc(OCCOc2cccc3cccnc23)c(OC)c1	6.0	-2.5	-1.5	20.2	30.3	3.9	0.0	0.5	-5.4	13.1	-2.7
Cc1ccc(C(=O)Nc2cccc(NC(=O)CN3CCCCC3)c2)cc1	-5.9	-1.4	-2.6	-5.4	8.9	0.2	1.1	0.8	7.0	6.5	-9.3
CCSc1nnc(-c2ccc(S(=O)(=O)N3CCOCC3)cc2)n1C	15.2	0.0	-0.2	-8.5	25.1	2.7	-1.0	2.0	4.1	0.3	-0.7
CN(C)S(=O)(=O)c1ccc(Cl)c(NC(=O)COC(=O)C2CCCO2)c1 (stereo not given)	-17.5	-2.1	3.5	-0.5	-7.7	-0.8	3.2	-0.2	4.9	10.5	-7.3
CCCCN(C)S(=O)(=O)c1ccc(C(=O)Nc2nnc(CSC)o2)cc1	.	-1.6	-5.9	-2.0	33.6	-3.7	-5.5	-6.7	-4.5	9.9	-2.7
Cc1cc(C)c(C)c(OC(=O)c2sc(Cl)nc2C)c1	4.8	8.1	7.2	-7.6	10.1	1.8	2.7	1.2	14.8	-54.9	-2.1
CS(=O)(=O)n1nc(-c2ccccc2)nc1NCc1ccco1	-7.9	0.1	9.1	-3.7	43.7	3.6	2.2	-1.1	-3.4	-0.2	-10.3
O=C(Nc1ccc(F)c(F)c1)c1cccnc1	-3.4	-1.1	3.8	-6.4	-3.7	1.7	2.1	-1.0	-1.3	4.7	-5.3
CC(C)Cn1cc(C(=O)N2CCN(c3ccccn3)CC2)c2c3ccccc3n(C)c2c1=O	-18.2	-1.1	7.4	13.2	-8.2	0.6	-1.0	-0.2	-7.9	6.2	-7.9
CC(=NNC(=S)Nc1cccc(Cl)c1)c1ccccn1	.	2.2	-8.2	1.9	124.4*	10.0	.	.	-13.1	-11.2	-6.0
CC(O)C(NS(=O)(=O)c1ccc(Cl)cc1)C(=O)OCC(=O)c1c[nH]c2ccccc12 (stereo not given)	3.5	3.0	-11.5	2.3	2.8	3.4	-1.2	0.7	5.1	-15.8	-8.7
COC(=O)c1ccc(C(=O)Nc2ccc3c(c2)C(=O)NC3=O)cc1	-23.1	0.9	-11.5	-5.3	9.9	-3.0	5.5	1.2	5.8	-4.3	-10.0
Cc1cc(NCCCO)n2c(nc3ccccc32)c1C#N	10.8	0.0	1.1	0.6	11.2	2.5	2.0	0.1	-3.2	0.1	-12.2
O=C(O)CCN1c2ccccc2Sc2ccccc21	-8.4	-0.4	-3.7	1.4	-1.8	2.7	.	.	-3.0	1.9	-5.4
O=C(O)CC1(CC(=O)Nc2ccccc2N2CCOCC2)CCCC1	-0.5	-2.3	-4.3	5.6	-0.6	3.4	1.4	-2.9	-1.5	11.7	-9.1
CCCCN(C(=O)c1cccc(S(=O)(=O)N(C)c2ccc(C)cc2)c1)c1c(N)n(CC(C)C)c(=O)[nH]c1=O	.	-1.0	-12.5	8.9	.	0.5	.	.	-4.0	4.0	0.6
CCCC/C(=N\NC(=O)c1ccc(Br)o1)c1ccccc1	14.2	-0.6	2.5	-5.4	-0.3	4.1	2.7	-0.9	-5.5	3.0	10.5
CCN(CC(=O)Nc1c(F)cccc1F)C(=O)c1ccc(S(=O)(=O)NCc2ccco2)cc1	15.3	-1.3	13.4	-4.9	6.8	4.9	3.4	4.6	-19.8	8.4	-2.4
O=C(Nc1ccccc1F)NC1CCCCCCC1	-11.3	1.4	-7.0	-2.0	7.4	2.5	0.4	1.8	7.5	-7.6	-5.4
CO[C@@]12[C@H](COC(N)=O)C3=C(C(=O)C(C)=C(N)C3=O)N1C[C@@H]1N[C@@H]12	3.7	-2.4	8.2	3.8	-12.1	3.2	15.1*	13.9*	-17.6	12.8	-4.9
CC(C)(C)C(=O)N1CCN(c2nc3ccccc3s2)CC1	3.3	-1.6	8.6	-1.7	-0.9	2.9	1.2	-1.8	-6.4	8.1	-1.5
CC(=O)Nc1ccc(NC(=O)c2cc(-c3ccc(C)cc3O)n[nH]2)cc1	5.3	-0.7	3.5	2.8	7.2	2.1	-1.3	-3.3	-16.8	3.4	-8.7
CSc1nc(N)n2nc(-c3ccccc3)cc2n1	94.5	.	.	-0.2	1.8	2.9	-0.1	0.2	.	.	.
CCc1c(C(=O)NC2CCCCC2)[nH]c(C)c1C(C)=O	4.0	-1.9	-11.2	-1.3	20.5	1.9	0.2	-2.0	13.8	9.3	-5.6
COc1cnc(-c2ccccc2)nc1Oc1cccc(C)c1	12.1	2.1	7.1	5.3	-0.8	2.9	3.3	0.9	-11.0	-8.7	-3.4
O=C(c1ccco1)N1CCN(C(=O)c2ccco2)C1=S	.	-1.6	6.0	0.1	-14.2	1.0	.	.	-11.3	7.7	5.0
Cc1ccc(NC(=O)Cn2cc(C(F)(F)F)cc(Cl)c2=O)cc1Cl	9.3	3.9	4.4	0.2	-16.2	0.5	2.4	2.0	-0.6	-20.3	-7.7
COc1cccc(C(=O)NCCN2CCN(c3ccc(Cl)cc3)CC2)c1	12.9	-1.0	4.7	-3.7	-14.2	5.0	-1.8	-1.0	-9.5	5.7	-11.7
Cc1ccc(SCC(=O)OCC(=O)NC2CCCCCCC2)cc1	-4.7	3.4	-7.4	11.1	-2.9	2.5	2.1	0.7	3.2	-18.8	-10.4
CCN(CC)C(=O)c1sc2nc(-c3ccccc3)ccc2c1N	-16.9	-2.8	-15.7	-0.4	-2.5	2.1	-0.2	-2.8	15.3	13.1	-13.3
Cc1c(NC(=O)C2CCCN2S(=O)(=O)c2ccc(Cl)cc2)c(=O)n(-c2ccccc2)n1C (stereo not given)	34.8	-1.7	-17.4	9.1	-6.1	0.9	3.0	-0.4	-34.7	9.6	-3.2
O=Cc1cc(N=Nc2ccccc2Cl)ccc1O	21.4	0.2	-3.3	0.2	-26.1	12.5*	7.3	7.2	23.8	-0.7	6.8
COC(=O)c1cccc(COC(=O)CNC(=O)c2ccco2)c1	-10.7	-0.9	-9.1	-14.9	-3.8	1.1	2.6	0.0	-0.9	4.0	-1.6

Two of the compounds above, with each value named:
SMILES: CCN(CC)C(=O)c1sc2nc(-c3ccccc3)ccc2c1N
  SUMO Mot1 rescue: -16.9
  MOR-DOR ag: -2.8
  PKA-R2B activ: -15.7
  Tat transport: -0.4
  PfHsp90 set2: -2.5
  phage Ecoli inh: 2.1
  AddAB inh: -0.2
  Ecoli viability: -2.8
  HTR5A inv ag: 15.3
  MOR-DOR inv ag: 13.1
  PKA-R1A act: -13.3
SMILES: Cc1c(NC(=O)C2CCCN2S(=O)(=O)c2ccc(Cl)cc2)c(=O)n(-c2ccccc2)n1C (stereo not given)
  SUMO Mot1 rescue: 34.8
  MOR-DOR ag: -1.7
  PKA-R2B activ: -17.4
  Tat transport: 9.1
  PfHsp90 set2: -6.1
  phage Ecoli inh: 0.9
  AddAB inh: 3.0
  Ecoli viability: -0.4
  HTR5A inv ag: -34.7
  MOR-DOR inv ag: 9.6
  PKA-R1A act: -3.2
